NIH3T3 tox – Cytotoxic Profiling in NIH 3T3 Cell Line of Diverse Libraries Using Quantitative High-Throughput Screening | NIH 3T3 viability, CellTiter-Glo ATP luminescence, 48-72 h | 94,000 compounds, 4.3% hits | Potency, µM (titrated, usually from 96.7 µM), for inactives: at the top dose activity change, negative = cytotoxicity, most hits filed as inhibitors | AID 1345082, 2018; also: potency is read from the fitted curve at half-maximal effect; nearly all actives have a fitted effect of over 55% in size
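ATP-dependent luminescence (CellTiter-Glo) served as the viability signal for NIH 3T3 cells treated with compound for 48 or 72 hr at 37 °C.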
SNCA expr inhib – Primary qHTS assay for inhibitors of alpha-synuclein gene (SNCA) expression; HEK-293 SNCA-luciferase knock-in, luminescence, 24 h; 140,000 compounds, 0.17% hits; Potency, µM (highest dose often 57.2 µM), inactives show top-dose activity change, negative = inhibition, usual class: inhibitors;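 also: potency is read from the fitted curve at half-maximal effect; plate controls were DMSO cells for no effect and cell-free wells for full effect; nearly all actives have a fitted effect of over 45% in size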
HEK293 tox – Cytotoxic Profiling in HEK 293 Cell Line of Diverse Libraries Using Quantitative High-Throughput Screening | HEK 293 viability, ATP luminescence (CellTiter-Glo), 48-72 h | Potency, µM (doses to about 115 µM), without a hit: top-dose activity change, negative = cytotoxicity, usual class: inhibitors | 94,000 compounds, 6.6% hits | AID 1345083, 2018; also: potency is read from the fitted curve at half-maximal effect; nearly all actives have a fitted effect of over 60% in size
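Read-out: CellTiter-Glo ATP luminescence. Cells: HEK 293, 250 cells/well. Exposure: 48 or 72 hr, 37 degree Celsius.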
GPT2 inhibitor – Primary qHTS assay for inhibitors of Glutamate pyruvate transaminase 2 (GPT2) | Alanine aminotransferase 2 (Homo sapiens), Q8TD30 | Recombinant GPT2, coupled pyruvate oxidase/HRP Amplex Red fluorescence | Potency, µM (doses to about 57.7 µM), for inactives: at the highest dose activity change, negative = inhibition, hits mostly inhibitors | 100,000 compounds, 0.25% hits | AID 1671188, 2021; also: potency is read from the fitted curve at half-maximal effect; nearly all actives have a fitted effect of over 60% in size; many of its hits are not listed in these tables
Target sequence (Q8TD30 whole entry, looked up): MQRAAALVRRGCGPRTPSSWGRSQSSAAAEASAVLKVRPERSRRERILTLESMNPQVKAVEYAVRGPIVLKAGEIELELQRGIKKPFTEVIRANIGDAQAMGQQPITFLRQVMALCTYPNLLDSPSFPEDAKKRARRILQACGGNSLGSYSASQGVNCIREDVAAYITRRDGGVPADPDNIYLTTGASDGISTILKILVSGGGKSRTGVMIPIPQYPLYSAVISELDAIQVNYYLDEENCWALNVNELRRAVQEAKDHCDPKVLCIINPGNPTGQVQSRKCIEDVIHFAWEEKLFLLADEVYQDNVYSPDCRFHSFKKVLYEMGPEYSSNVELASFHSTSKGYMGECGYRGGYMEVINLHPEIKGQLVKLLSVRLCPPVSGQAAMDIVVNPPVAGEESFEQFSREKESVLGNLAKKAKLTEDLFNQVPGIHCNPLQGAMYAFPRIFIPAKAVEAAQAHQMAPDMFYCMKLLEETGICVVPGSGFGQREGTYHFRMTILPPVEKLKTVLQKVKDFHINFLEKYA
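Inhibition is scored from Amplex Red fluorescence generated when pyruvate oxidase and HRP act on pyruvate released by GPT2. Reactions contain 10ng/uL enzyme, 250uM a-KG and 2mM L-alanine and run 30 min at room temperature.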
IP6K1 inh – Primary qHTS assay for small molecule inhibitors of Inositol hexaphosphate kinase 1 (IP6K1) | Inositol hexakisphosphate kinase 1 (Homo sapiens), Q92551 | IP6K1 kinase, ADP-Glo luminescence, 2 h; active compounds read low | activity change, % (series mostly up to about 58 µM) | 140,000 compounds, 0.81% hits | AID 1645851, 2021; in the data active = activity change below about -25%
Target sequence (Q92551 whole entry, looked up): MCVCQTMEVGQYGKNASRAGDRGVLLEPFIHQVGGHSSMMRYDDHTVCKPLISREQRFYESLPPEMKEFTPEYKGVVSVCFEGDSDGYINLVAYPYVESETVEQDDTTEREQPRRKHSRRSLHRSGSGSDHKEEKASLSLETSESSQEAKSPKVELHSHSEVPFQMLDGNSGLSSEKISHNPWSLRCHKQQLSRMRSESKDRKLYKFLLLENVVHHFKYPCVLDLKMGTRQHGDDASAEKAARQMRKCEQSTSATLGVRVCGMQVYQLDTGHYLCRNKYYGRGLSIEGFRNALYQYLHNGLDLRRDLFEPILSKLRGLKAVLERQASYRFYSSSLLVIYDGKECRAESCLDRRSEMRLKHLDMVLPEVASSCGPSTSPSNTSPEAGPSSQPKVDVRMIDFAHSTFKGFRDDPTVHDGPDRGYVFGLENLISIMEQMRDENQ
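ADP-Glo luminescence measures ADP made by human IP6K1 during a 2 h RT reaction with ATP/IP6 (mix at 1.3 mM/130 uM); top library doses 57.5 and 19.1 uM final.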
SNCA viab count – GF-AFC viability counterscreen for inhibitors of alpha-synuclein gene (SNCA) expression | AID 1671193, 2021 | Potency, µM (top dose mostly 57.1 µM), inactives show at the highest dose activity change, negative = cytotoxicity, usual class: cytotoxic | HEK-293-SNCA-luc viability, GF-AFC fluorescence, 24 h | 150,000 compounds, 0.12% hits;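 also: potency is read from the fitted curve at half-maximal effect; 0% = DMSO-treated cells and -100% = medium-only wells without cells; nearly all actives have a fitted effect of over 30% in size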
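Cytotoxicity counterscreen: after 24 h compound treatment of genome-edited SNCA-luciferase HEK-293 cells, live-cell protease substrate GF-AFC read by fluorescence after 30 min; activity scaled between DMSO (0%) and medium-only (-100%), curves Hill-fitted.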
FLuc inh – Firefly luciferase inhibition profiling of diverse chemical library using quantitative high-throughput screening; Luciferin 4-monooxygenase (Photinus pyralis), P08659; 76,000 compounds, 2.5% hits; Potency, µM (titrated, usually from 115 µM), inactives show at the highest dose activity change, negative = inhibition, most hits filed as inhibitors; purified P. pyralis luciferase, luminescence, biochemical; AID 1347043, 2019; also: potency is read from the fitted curve at half-maximal effect; nearly all actives have a fitted effect of over 65% in size
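Biochemical qHTS: compound (6-point titration) added to 10uM D-luciferin plus 10uM ATP in Tris acetate pH 7.5 buffer with Mg, Tween-20 and BSA, then purified enzyme at 10nM; light output imaged.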
Numbers without * were called inactive; i = inactive; ? = inconclusive; / = no result given; [ ] = remark or other dose. Unless noted, calls follow the shape of the dose curve; as a rule, active = well fitted curve in the direction sought with a large enough effect; inconclusive = small, poorly fitted or top-dose-only effect, or another doubt; inactive = no such curve, though single readings can be large; an effect the other way counts as inactive or inconclusive. Unless noted, % is scaled to controls: 0 for no effect and ±100 for the full control effect.

smiles	NIH3T3 tox	SNCA expr inhib	HEK293 tox	GPT2 inhibitor	IP6K1 inh	SNCA viab count	FLuc inh
CCOC(=O)C1CCCN(C(=O)Cn2c(=O)cc(C)c3c(C)nn(C)c32)C1 (configuration not stated)	/	21%	/	/	1	-7%	/
Cc1cc(C)n(C2CCN(Cc3cn(-c4ccccc4)nn3)C2)n1 (configuration not stated)	-20%	6%	-6%	i	4	-4%	0%
Cc1cc(C)cc(C(=O)N2CCC(n3cnnc3-c3ccccc3)CC2)c1	i	-19%	9%	-5%	2	5%	-3%
O=c1[nH]c(N2CCOCC2)nc2c1CCN(Cc1cccnc1)CC2	4%	19%	-3%	i	8	8%	-1%
O=C1CCN(Cc2ccncc2)CCCC(C(=O)NCCCN2CCCC2=O)CCN1 (configuration not stated)	0%	9%	i	i	-13	6%	8%
CCC1=Nc2cc(C(=O)NCc3ccc(F)cc3)ccc2Sc2ccc(C)cc21	?	?	?	?	-6	-19%	-6%
COC[C@@H]1CN(C(=O)Cc2ccc(OC)cc2)C[C@H]1C(N)=O	-9%	-4%	i	i	11	7%	-1%
COc1ccc(CCC(=O)NCCc2csc(-c3cccc(F)c3)n2)cc1	/	33%[activator]	/	/	32	2%	/
Oc1cccc(Nc2cc(-c3ccccc3)ncn2)c1	/	-7%	/	/	-15	-4%	/
Cn1c(=O)oc2cc(S(=O)(=O)N3CCCC(C(=O)Nc4ccc(Br)cc4F)C3)ccc21 (configuration not stated)	/	3%	/	/	-20	5%	/
O=C(NCCCN1CCOCC1)c1cnn2c(-c3ccccc3)cc(-c3ccccc3)nc12	/	/	/	3%	-10	4%	/
COc1cccc(CNC(=O)C2CCN(C(=O)c3cc4c(=O)[nH]c(C)cn4n3)CC2)c1	-4%	-15%	28%	i	-19	-2%	-12%
Cn1ncc(N2CCC(CNC(=O)CCN3CCCC3=O)C2)cc1=O (configuration not stated)	4%	-26%	-2%	i	-2	-2%	9%
COc1cc2c3c(cc4ccccc4c3c1O)NC2=O	/	/	/	5%	-3	31%	/
Cc1c(F)cccc1NC(=O)N1C[C@@H](F)C[C@H]1C(=O)N1CCOCC1	-3%	-12%	7%	i	5	11%	-8%
Cc1nnc2ccc(N3CCN(C(=O)c4ccc(C(F)(F)F)cc4)CC3)nn12	?	/	?	/	9	/	/
O=C(CSC1=Nc2ccccc2N=C(c2ccc(F)cc2)C1)Nc1ccccc1	/	97%[activator]	/	/	37	-24%	/
NC(=O)Cc1c[nH]c2ncc(-c3cccc(O)c3)cc12	?	-23%[87.6 µM]	4%[230 µM]	2%[88.5 µM]	-38*	-4%[87.6 µM]	?
COc1ccc(N2C(=O)C(CC(=O)Nc3ccccc3)N(CCC3=CCCCC3)C2=O)cc1 (configuration not stated)	/	16%	/	/	-4	1%	/
O=C(c1ccccc1)N1CCC(N2C(=O)C(OCC3CC3)C23CCCCC3)CC1 (configuration not stated)	-19%	5%	?	i	-8	0%	1%
Cc1nn(-c2ccccc2)c2c1C(C)N(C1CCCN(C(=O)NC(C)C)C1)C2=O (configuration not stated)	?	/	-15%	/	11	/	/
COCCN1C(=O)[C@H]2CN(Cc3cc(Br)ccc3OC)C[C@H]2C1=O	-7%	-13%	?	i	12	-18%	2%
CC(C)c1nnc(C2CN(C(=O)c3ccc4ccccc4n3)CC23CCOCC3)o1 (configuration not stated)	-16%	14%	-1%	-2%	28	?	-9%
COc1cccc([S+](=O)([O-])N2CCC3(CC2)C(=NC2CCCC2)NC(=O)N3c2cccnc2)c1	i	-21%	i	?	-4	-1%	/
CCN(c1cc(C)cc(C)c1)S(=O)(=O)c1nnc(NC(=O)C2CCCCC2)s1	/	-3%	/	/	10	14%	/
CCOC1CCOC2(CCN(C(=O)c3nn(C)c4ccccc34)CC2)C1 (configuration not stated)	2%	-7%	0%	i	6	8%[12.5 µM]	-1%
O=S(=O)(c1cc(F)cc(F)c1)N1CCCC(Cn2c(C3CC3)nc3cccnc32)C1 (configuration not stated)	40µM*	16%	?	i	-6	-4%	4%
Cc1ccc(-n2ncc3c(Nc4cccc(C)c4)ncnc32)cc1	/	120%[activator]	/	/	44	-12%	/
COC(=O)c1ccc(NC(=O)CCNS(=O)(=O)c2cccc3nsnc23)cc1	/	27%	/	/	19	8%	/
COc1cc2c(cc1OC)C(C[C@H]1CN(C(=O)Nc3ccc(F)cc3)CC[C@H]1CC(=O)O)=NCC2	-17%	-8%	-13%	-2%	-7	5%	-9%
O=C(CCCCCCC(=O)Nc1cccnc1)NO	/	-4%	/	-12%	/	-19%	/
O=C(NCc1nncn1C1CCCCC1)C1NCCc2[nH]cnc21 (configuration not stated)	-11%	-21%	-34%	i	3	6%	0%
COc1ccc(C(=O)N2CCOC3(CCN(C(=O)C4CCN(C)CC4)CC3)C2)cc1	0%	-36%	i	-12%	-3	-7%	/
O=[S+]([O-])(NC1CCN(c2nc3ncccc3o2)CC1)c1cccs1	-15%	-8%	-4%	i	-2	5%	7%
CN(C)Cc1nnc(C2CCN(C(=O)c3nc(N)nc4c3CCCC4)CC2)n1C	-5%	-2%	-24%	-27%	1	5%	-10%
Cc1csc(NC(=O)[C@@H]2C[C@H](c3cccc(C(F)(F)F)c3)N(Cc3cnn(C)c3)C2)n1	28µM*	-25%	?	-18%	5	-7%	0%
CCCSCCCNC(=O)c1ccc2c(c1)sc1nc(-c3ccc(OCC)cc3)cn12	/	43%[activator]	/	/	14	4%	/
O=C(O)CCC(=O)OC[C@@H](NC(=O)C(Cl)Cl)[C@H](O)c1ccc([N+](=O)[O-])cc1	/	-10%[25.6 µM]	/	?	2	-19%[23.9 µM]	/
CC(C)(Oc1nn(Cc2cccc(Cl)c2)c2ccccc12)C(=O)NC1CC1	?	?	?	-10%[88.5 µM]	-1	-22%[87.6 µM]	12%[172 µM]
C=CCN1CCN(C(=O)CCC[C@@H]2[C@H]3CCCN4CCC[C@@H](CN2Cc2cccnc2)[C@@H]34)CC1	i	10%	14%	-20%	-4	2%	-4%
O=C1CC(c2ccccc2)N(Cc2ccncc2)CCCN(C(=O)NCc2ccc(F)cc2)CCN1 (configuration not stated)	-25%	11%	-6%	?	8	-20%	-13%
COCC(=O)N1CC(F)(F)C[C@H]1c1nc(-c2cccnc2)no1	-6%	-1%	-4%	2%	-2	11%	-13%
Cc1ccccc1C(=O)N1CCC2(CC1)OCC(C(=O)NCC1CCCO1)N2C(=O)c1ccccc1 (configuration not stated)	-6%	-12%	-21%	i	17	-8%	4%
CC(C)(C)C(=O)N1CCCC1C(=O)N1CCC(N2Cc3ccccc3C2=O)CC1 (configuration not stated)	-11%	25%	-18%	?	-7	7%	/
CCOC(=O)c1ccccc1NC(=O)c1cn(CC(C)C)c(=O)c2cc(OC)c(OC)cc12	/	-6%	/	/	3	-3%	/
COc1cccc(CNC(=O)[C@@H]2C[C@@H](O)CN2C2CCN(C(=O)c3ccc(C)s3)CC2)c1	-17%	3%	0%	i	-2	6%	-7%
COc1ccc(C2Cn3nnc(C(=O)N4CCN(C(=O)Cc5ccc(Cl)cc5)CC4)c3CO2)cc1 (configuration not stated)	-19%	?	-20%	i	-14	-10%	4%
COc1ccccc1OC(C)C(=O)Nc1cccc(-c2nc3ccccc3s2)c1 (configuration not stated)	/	86%[activator]	/	/	11	8%	/
CC1=C(C(=O)NCc2ccccc2C)C2(CCCCCC2)OC1=O	/	49%[activator]	/	/	-4	-1%	/
Cc1noc([C@@H]2CC(F)(F)CN2)n1	-1%	26%	1%	?	5	1%	-16%

Additional records follow:
smiles	NIH3T3 tox	SNCA expr inhib	HEK293 tox	GPT2 inhibitor	IP6K1 inh	SNCA viab count	FLuc inh
O=C(NCc1ccccc1)N1CCCC(Cn2cnc3cccnc32)C1 (configuration not stated)	-4%	-3%	-15%	3%	0	6%	12%
CC(=O)N1CCC(O)(c2csc(CN3CCN(C)CC3)n2)CC1	-3%[174 µM]	41%[activator][87.6 µM]	-15%[172 µM]	-9%[88.5 µM]	18	8%[87.6 µM]	1%[172 µM]
COCCNC(=O)CC1Sc2ncccc2N(CC(C)C)C1=O (configuration not stated)	i	0%	?	i	-11	1%	7%
CC1C(=O)OC2C(O)C34C5CC(C(C)(C)C)C36C(OC(=O)C6O)OC4(C(=O)O5)C12O (configuration not stated)	/	4%	/	i	/	2%	/
Cc1noc([C@@H]2CN(Cc3cccc(Cl)c3)C[C@H]2CO)n1	-14%	14%	?	i	1	3%	13%
CC(C)CCNC(=O)C1CCN(C(=O)N2CC3CC(C2)[C@H]2CCCC(=O)N2C3)CC1 (some centres not stated)	-15%	8%	-8%	-15%	9	13%	-3%
COc1ccc(CN2C(=O)CO[C@H]3CN(C(=O)NCc4ccccc4)C[C@H]32)cc1	-9%[138 µM]	-5%[87.6 µM]	-12%[172 µM]	-10%[88.5 µM]	2	-1%[87.6 µM]	-14%[172 µM]
O=C(CN1C(=O)NC(c2ccc(Cl)cc2)C2=C1COC2=O)Nc1ccc(Cl)cc1F (configuration not stated)	35µM*	-10%	?	1%	2	-13%	5%

Taken from above.
`O=C(NCc1ccccc1)N1CCCC(Cn2cnc3cccnc32)C1` (configuration not stated) @ SNCA viab count: 6%
`CC1C(=O)OC2C(O)C34C5CC(C(C)(C)C)C36C(OC(=O)C6O)OC4(C(=O)O5)C12O` (configuration not stated) @ SNCA viab count: 2%
`CC(=O)N1CCC(O)(c2csc(CN3CCN(C)CC3)n2)CC1` @ NIH3T3 tox: -3%[174 µM]
